Assay outcomes (PubChem BioAssay)
PGK inhibitor: inhibitors of T. brucei phosphoglycerate kinase; P07378; PGK/GAPDH coupled, Kinase-Glo luminescence, 60 min; Potency, µM (series often up to 57.5 µM), for the others: at the top dose activity change, negative = inhibition, hits mostly inhibitors; 380,000 tested, 0.043% active; also: potency is read from the fitted curve at half-maximal effect; % is scaled to controls: 0 for no effect and ±100 for the full control effect; nearly all actives have a fitted effect of over 60% in size
Target sequence (P07378 whole entry, looked up): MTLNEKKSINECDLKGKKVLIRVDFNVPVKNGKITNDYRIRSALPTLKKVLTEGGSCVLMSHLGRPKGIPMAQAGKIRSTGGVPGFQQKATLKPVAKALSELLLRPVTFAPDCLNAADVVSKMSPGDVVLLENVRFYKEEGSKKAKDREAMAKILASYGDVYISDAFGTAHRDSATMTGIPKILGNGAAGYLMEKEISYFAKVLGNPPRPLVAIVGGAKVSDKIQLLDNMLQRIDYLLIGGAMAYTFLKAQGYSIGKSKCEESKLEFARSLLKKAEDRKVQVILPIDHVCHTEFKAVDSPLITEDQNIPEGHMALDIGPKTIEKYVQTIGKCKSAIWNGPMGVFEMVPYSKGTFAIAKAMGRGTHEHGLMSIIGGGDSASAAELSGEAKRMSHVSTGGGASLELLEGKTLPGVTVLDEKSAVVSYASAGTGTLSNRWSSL
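Recombinant glycosomal PGK reaction used 1,3-bisphosphoglycerate generated in-well by GAPDH (100nM final) in 100mM TEA pH 7.6, 5mM MgCl2, 0.01% Tween-20. After 60 minutes at room temperature, ATP was read by Kinase-Glo Plus luminescence end-point.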
Pol beta inh: DNA polymerase beta (human) inhibition; Pol beta primer extension/strand displacement, fluorescence kinetic; Potency, µM (series often up to 114 µM), for inactives: at the highest dose activity change, negative = inhibition, actives largely listed as inhibitors; 340,000 tested, 1.3% active; also: potency is read from the fitted curve at half-maximal effect; % is scaled to controls: 0 for no effect and ±100 for the full control effect
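Pol beta (10 nM) was preincubated with compound for 15 min at room temperature. The reaction was then started with 50 nM substrate and read immediately and after a further 10 min at room temperature.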
Pol iota inh: DNA polymerase iota (human) inhibition | 390,000 tested, 1% active | Pol iota fluorescent replication assay, 10 min | Potency, µM (series often up to 115 µM), without a hit: at the top dose activity, negative = inhibition, hits mostly inhibitors; also: potency is read from the fitted curve at half-maximal effect
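Pol iota at 10 nM preincubated 15 min with compounds at room temperature; reaction started with fluorescent substrate, 50 nM final. Fluorescence read kinetically at 0 and 10 min; buffer-only wells as negative control.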
APE1 inh: inhibitors of human APE1 endonuclease; AID 2517; recombinant APE1, TAMRA/BHQ-2 abasic DNA cleavage fluorescence; 350,000 tested, 0.35% active; Potency, µM (highest dose often 65.8 µM), inactives show at the top dose activity change, negative = inhibition, actives largely listed as inhibitors;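 also: potency is read from the fitted curve at half-maximal effect; plate controls were vehicle for no effect and reference inhibitor for full effect; nearly all actives have a fitted effect of over 55% in size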
Target sequence (P27695 whole entry, looked up): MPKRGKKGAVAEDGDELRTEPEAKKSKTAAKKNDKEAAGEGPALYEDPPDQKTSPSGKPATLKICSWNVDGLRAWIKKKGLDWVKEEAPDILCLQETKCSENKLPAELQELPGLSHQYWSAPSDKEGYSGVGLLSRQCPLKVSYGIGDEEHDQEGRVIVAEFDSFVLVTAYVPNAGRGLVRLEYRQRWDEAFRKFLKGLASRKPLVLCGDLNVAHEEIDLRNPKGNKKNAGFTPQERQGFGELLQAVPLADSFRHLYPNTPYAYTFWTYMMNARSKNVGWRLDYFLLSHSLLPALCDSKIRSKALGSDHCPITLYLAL
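APE1 at 0.75 nM final was preincubated with compound 15 min at room temperature, then 50 nM double-stranded THF abasic-site substrate (5'-TAMRA/3'-BHQ-2) was added. Fluorescence (ex 525/em 598 nm) was read kinetically; third-minus-first read gave activity.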
Pol eta inh: DNA polymerase eta (human) inhibition; recombinant Pol eta, fluorescent DNA replication assay; Potency, µM (top dose mostly 114 µM), for inactives: top-dose activity change, negative = inhibition, most hits filed as inhibitors; 390,000 tested, 1.2% active; also: potency is read from the fitted curve at half-maximal effect; % is scaled to controls: 0 for no effect and ±100 for the full control effect
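Pol eta at 10 nM preincubated with compounds 15 min at room temperature; reaction started with fluorescent substrate (50 nM final) and read kinetically at 0 and 10 min.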
Pol kappa inh: DNA polymerase kappa (human) inhibition | Q9UBT6 | purified Pol kappa, fluorescent DNA synthesis assay, 10 min | Potency, µM (highest dose often 107 µM), without a hit: at the top dose activity, negative = inhibition, hits mostly inhibitors | 400,000 tested, 0.53% active | AID 588579; also: potency is read from the fitted curve at half-maximal effect; % is scaled to controls: 0 for no effect and ±100 for the full control effect
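Enzyme at 10 nM met test compounds for 15 min at room temperature. Substrate addition (50 nM final) began the reaction, which was monitored by fluorescence at 0 and 10 min.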
BLM helicase inh: Bloom syndrome helicase (human) inhibition | P54132 | recombinant BLM DNA unwinding, fluorescence dequenching | Potency, µM (doses to about 56.1 µM), for inactives: top-dose activity change, negative = inhibition, actives largely listed as inhibitors | 350,000 tested, 0.2% active | AID 2528;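 also: potency is read from the fitted curve at half-maximal effect; plate controls were vehicle for no effect and no enzyme for full effect; nearly all actives have a fitted effect of over 35% in size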
Apoferritin bind: binds horse apoferritin like a general anesthetic; AID 485281; Potency, µM (titrated, usually from 77.5 µM), inactives show at the top dose activity change, negative = displacement, most hits filed as inhibitors; apoferritin/1-aminoanthracene competitive binding, fluorescence; 350,000 tested, 0.074% active; also: potency is read from the fitted curve at half-maximal effect; % is scaled to controls: 0 for no effect and ±100 for the full control effect; nearly all actives have a fitted effect of over 20% in size
Target sequence (P02791 2-175 limits assumed): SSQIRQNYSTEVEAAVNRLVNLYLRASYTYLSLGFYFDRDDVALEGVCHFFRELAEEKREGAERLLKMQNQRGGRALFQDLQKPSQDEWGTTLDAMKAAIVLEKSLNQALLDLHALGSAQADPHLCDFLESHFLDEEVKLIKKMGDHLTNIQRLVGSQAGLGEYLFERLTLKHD
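Horse-spleen apoferritin (10 uM) was mixed with 50% saturated 1-aminoanthracene in PBS, exposed to compounds for 10 min at room temperature, and read for fluorescence (ex 380 nm, em 535 nm). Competitive displacement was fitted with a four-parameter Hill equation.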
RXFP1 antagonist: blocks the human relaxin receptor RXFP1; Q9HBX9; HEK293-RXFP1, relaxin-stimulated cAMP HTRF, 30 min; stronger effect = lower value; AID 1259400; 350,000 tested, 0.59% active; activity change, negative = inhibition, % at 57.5 µM;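 active = activity change of -60% or lower, but not beyond a set lower limit; inconclusive = change between -60% and -40%, or beyond the set limit; inactive = change above -40%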; also: % is scaled to controls: 0 for no effect and ±100 for the full control effect
* marks the source's active call; other numbers are inactive results; i = inactive; ? = inconclusive; . = no result given; [ ] = another dose, or the depositor's remark. Unless noted, calls follow the shape of the dose curve; as a rule, active = well fitted curve in the direction sought with a large enough effect; inconclusive = small, poorly fitted or top-dose-only effect, or another doubt; inactive = no such curve, though single readings can be large; an effect the other way counts as inactive or inconclusive. A portion of the library; count on the stated rates, not on these rows.

Structure	PGK inhibitor	Pol beta inh	Pol iota inh	APE1 inh	Pol eta inh	Pol kappa inh	BLM helicase inh	Apoferritin bind	RXFP1 antagonist
COc1ccc(/C=N/NC(=O)c2[nH]c3ccc(C)cc3c2-c2ccccc2)c(C(=O)O)c1OC	3%	2%	52%[activator]	56%	-2%	-13%	-4%	-3%	-1
CCCCc1nnc(SCc2ccc(OCC)cc2)n1N	2%	27%	-2%	3%	5%	-7%	2%	-11%	4
O=C(NCC(=O)N(Cc1cccs1)C(C(=O)NC1CCCCC1)c1ccco1)c1cccs1 (stereo not drawn)	-7%	13%	2%	1%	10%	-6%	0%	-4%	-2
O=C(CN1C(=O)S/C(=C/c2cc(Br)cs2)C1=O)N1CCOCC1	-7%	3%	14%	1%	-13%	-22%	-5%	-6%	9
O=C(Nc1ccccc1)c1ccc(OC(=O)c2ccccc2)cc1	-5%	18%	118%[activator]	16%	-17%	0%	-4%	-2%	-22
CCCc1nc(SC2CCCC2)c2c(=O)n(C)c(=O)n(C)c2n1	i	0%	-23%	-3%	-8%	-12%	-3%	-10%	4
Cc1ccc(C(=O)OCC(=O)NNC(=O)c2cccs2)c(O)c1	-5%	.	35%[activator]	18%	-12%	-11%	.	.	-32
COc1cccc(N2CCN(S(=O)(=O)c3ccc(-c4cc(C(F)(F)F)on4)s3)CC2)c1	-9%	-1%	22%	.	-16%	0%	0%	-5%	-4
Cc1ccc(S(=O)(=O)n2cccc2C)cc1	4%	.	18%	.	3%	-5%	.	.	-5
COc1ccc(C(=O)OCC(=O)NC(=O)NC2CCCC2)c(O)c1	2%	1%	90%[activator]	-5%	1%	-18%	0%	?	-7
CCCn1nnnc1NCc1ccc(Cl)cc1Cl	-9%	1%	38%[activator]	-1%	-15%	-2%	-4%	-8%	8
Cc1ccc(-c2csc(C3=C(O)CN(NC(=O)c4ccc([N+](=O)[O-])cc4)C3=N)n2)cc1	-12%	?	-9%	-3%	-2%	-4%	-12%	-3%	-1
O=C1c2oc3ccccc3c(=O)c2C(c2cccc(O)c2)N1CCCN1CCOCC1 (stereo not drawn)	12%	18%	17%	1%	-19%	1%	2%	-6%	.
CCCc1nnc(NC(=O)CCC(=O)Nc2ccc(Cl)cc2)s1	-3%	-1%	10%	-13%	5%	-3%	2%	-2%	21
CC(C)CCNC(=O)c1ccc2c(SCC(=O)O)c3c(nc2c1)CCC3	3%	1%	26%	15%	2%	-1%	0%	1%	3
CC(=O)c1ccc(Nc2ccc([N+](=O)[O-])c3nonc23)cc1	-13%	-8%	?	17%	0%	-6%	-12%	-22%	5
Cc1ccc(S(=O)(=O)N2CCOCC2)cc1C(=O)NCc1ccccc1CN1CCCC1	-11%	.	44%[activator]	-18%	-17%	-2%	.	.	7
Cn1c(=O)c2c(nc(Sc3nc4ccccc4n3CC(=O)N3CCCCC3)n2C)n(C)c1=O	-7%	41%	18%	6%	4%	-17%	1%	-9%	-13
O=C(O)CN(c1ccccc1)S(=O)(=O)c1cc(C(F)(F)F)cc(C(F)(F)F)c1	-7%	-4%	-20%	-5%	-12%	-11%	1%	-6%	1
O=C(NCc1ccccc1C(F)(F)F)C1CC(O)CN1C(=O)Nc1ccccc1 (stereo not drawn)	-5%	0%	39%[activator]	1%	-17%	-1%	-7%	-10%	11
CN(C)Cc1ccc(F)cc1Sc1ccc(Cl)cc1Cl	3%	39%	-4%	13%	-6%	-19%	3%	-16%	.
O=C1/C(=C\c2cc(Cl)c(O)c(Cl)c2)SC(=S)N1Cc1ccccc1	-14%	?	10µM*	?	50µM*	-28%	?	3%	-20
O=C(Cn1cc2c(n1)CCCC2)N1CCc2ccccc21	-5%	1%	34%[activator]	10%	-26%	17%	2%	1%	-8
COc1ccc(-c2nn(-c3ccccc3)cc2C(=O)n2nnc3ccccc32)cc1	-7%	1%	8%	1%	-1%	-2%	-1%	3%	-3

Some of the entries above, set out differently.
canonical_smiles: CCCc1nnc(NC(=O)CCC(=O)Nc2ccc(Cl)cc2)s1
  PGK inhibitor: -3%	Pol beta inh: -1%	Pol iota inh: 10%	APE1 inh: -13%	Pol eta inh: 5%	Pol kappa inh: -3%	BLM helicase inh: 2%	Apoferritin bind: -2%	RXFP1 antagonist: 21
canonical_smiles: O=C(NCc1ccccc1C(F)(F)F)C1CC(O)CN1C(=O)Nc1ccccc1 (stereo not drawn)
  PGK inhibitor: -5%	Pol beta inh: 0%	Pol iota inh: 39%[activator]	APE1 inh: 1%	Pol eta inh: -17%	Pol kappa inh: -1%	BLM helicase inh: -7%	Apoferritin bind: -10%	RXFP1 antagonist: 11

Further records follow:
Structure	PGK inhibitor	Pol beta inh	Pol iota inh	APE1 inh	Pol eta inh	Pol kappa inh	BLM helicase inh	Apoferritin bind	RXFP1 antagonist
O=C1OCc2ccc(NC(=O)c3sccc3Cl)cc21	-9%	-18%	?	4%	3%	-14%	-9%	-1%	6
COc1ccc(C(=O)NCc2nc3ccccc3[nH]2)cc1OC	3%	-2%	-1%	-1%	-6%	-17%	4%	3%	1
CCC(=O)Nc1ccc(OCc2nc3ccccc3s2)cc1	-9%	-29%	94%[activator]	-5%	-25%	-6%	-4%	-10%	-16
O=C(NC1CCCCC1)NC1C2CC3CC(C2)CC1C3 (stereo not drawn)	10%	-1%	24%	19%	-14%	2%	2%	-9%	-6
COC(=O)c1cc2c(=O)c3ccccc3oc2nc1C	-6%	-16%	117%[activator]	28%	-5%	6%	-3%	5%	-8
CCOc1ccc(CCn2c(-c3ccco3)nc3ccccc3c2=O)cc1OCC	-10%	22%	24%	-11%	-13%	-3%	-12%	-22%	6
Cc1ccc2oc(C(=O)N(Cc3nccn3C)C(C)C)c(C)c2c1	-1%	15%	34%	41%	-10%	4%	0%	7%	-2
CCOC(=O)/C(=N\Nc1ccc(Br)cc1)N1CC(C)OC(C)C1 (stereo not drawn)	i	6%	39%[activator]	0%	-23%	-4%	-5%	-13%	-13
O=S(=O)(NCCc1csc2nc(-c3ccc(F)cc3)nn12)c1ccc(Br)cc1	-3%	10%	26%	.	-7%	-9%[60.1 µM]	2%	-11%	-24
COc1cccc(C(=O)Nc2ccc(S(=O)(=O)Nc3nccc(C)n3)cc2)c1	-9%	?	10%	2%	-6%	-3%	3%	6%	20
COc1cc(C(=O)Nc2nc(C)cc(C)n2)cc(OC)c1OC	-3%	?	-10%[58.9 µM]	-4%	-7%	-11%	0%	-5%	-7
CCCCc1ccc(NC(=O)OC)cc1	-2%	2%	14%	-4%	-10%	2%	-3%	?	3

Only APE1 inh, Pol iota inh and Apoferritin bind (two entries from above):
| molecule | APE1 inh | Pol iota inh | Apoferritin bind |
| --- | --- | --- | --- |
| O=C(NC1CCCCC1)NC1C2CC3CC(C2)CC1C3 (stereo not drawn) | 19% | 24% | -9% |
| COC(=O)c1cc2c(=O)c3ccccc3oc2nc1C | 28% | 117%[activator] | 5% |

Shown as a hit in Pol eta inh (from the list above):
Structure	PGK inhibitor	Pol beta inh	Pol iota inh	APE1 inh	Pol eta inh	Pol kappa inh	BLM helicase inh	Apoferritin bind	RXFP1 antagonist
O=C1/C(=C\c2cc(Cl)c(O)c(Cl)c2)SC(=S)N1Cc1ccccc1	-14%	?	10µM*	?	50µM*	-28%	?	3%	-20

(further entries)
Structure	PGK inhibitor	Pol beta inh	Pol iota inh	APE1 inh	Pol eta inh	Pol kappa inh	BLM helicase inh	Apoferritin bind	RXFP1 antagonist
CC1CN(CC(=O)Nc2cc(S(=O)(=O)N3CCCC3)ccc2Cl)CC(C)O1 (stereo not drawn)	-6%	0%	13%	12%	-19%	-1%	0%	-5%	5
CC(=O)C1CCC2C3CCC4CC(OC(=O)CCC(=O)O)CCC4(C)C3C(=O)CC12C (stereo not drawn)	-2%	.	44%[activator]	.	-15%	-1%	.	.	-6
O=C(NCCC1=CCCCC1)c1cc(S(=O)(=O)N2CCCCC2)ccc1Cl	i	.	-4%	55%[activator]	-14%	7%	.	.	5
Cc1ccccc1CNC(=O)C(=O)NCC(c1ccco1)S(=O)(=O)c1ccccc1 (stereo not drawn)	-10%	2%	-4%	.	10%	-4%[60.1 µM]	0%	-4%	1
CCCCn1nnnc1SCC(=O)NCc1ccco1	-2%	-3%	-4%	?	-3%	-1%	-1%	-13%	-9
CCN(CC)S(=O)(=O)c1ccc(NC(=O)c2cc(C(=O)OC)cc([N+](=O)[O-])c2)cc1	-5%	6%[57.1 µM]	11%	6%	-15%	-19%	-10%	-14%	-4
O=[N+]([O-])c1ccc(N2CCOCC2)nc1	.	8%	37%[activator]	3%	-13%	-6%	4%	?	14
COCOc1ccc(C=O)c(OCOC)c1	-8%	.	-6%	.	-1%	-4%	.	.	.
CCOC(=O)C1=C(C)N=C2SCCC(=O)N2C1c1sccc1C (stereo not drawn)	-6%	45%	6%	-8%	-17%	-1%	-8%	-19%	2
NC(=O)C1CCN(C(=O)COCc2cc(-c3ccc4c(c3)OCO4)on2)CC1	-4%	30%	-7%	11%	-7%	-4%	-3%	5%	19
Cc1oc(-c2ccc(C(=O)NCCc3ccc(Cl)cc3)cc2)nc1CSc1ccccc1	-6%	?	10%	.	-2%	-10%	-15%	-3%	.
